# From PubChem
# PGC1a acetyl inh: PGC1a acetylation modulation, inhibitor mode | U2OS PGC1a acetylation, AlphaScreen anti-acetyl-lysine; with virally co-expressed GCN5 acetyltransferase | inhibition, % at 15.6 µM | actives 0.17% (n = 350,000) | AID 651687;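 active = every replicate shows inhibition of at least 40%; inconclusive = mean inhibition at least 40% but some replicate below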;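 also: 0% = neutral control wells and 100% = positive control wells; some results beyond the cut were filed as inactive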
# miR122 inh: inhibitors of miR-122 in Huh7 cells; Huh7 miR-122 Renilla luciferase sensor, 48 h; neutral wells = 0, positive control = 100; activation (reporter increase), % at 12.5 µM; actives 0.3% (n = 340,000);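 active = mean replicate activation score at least 90 and every replicate individually at or above 90; inconclusive = only one of the two criteria met; inactive = neither criterion met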;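 also: higher luciferase means less miR-122 activity so hits act as miR-122 inhibitors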
# Cneo AK release: Cryptococcus neoformans lysis via adenylate kinase release. actives 0.2% (n = 360,000). AID 651654. C. neoformans lysis, adenylate kinase release luminescence, 4 h; normalised: neutral wells 0, clomiphene wells 100. lysis activity, % at 15 µM;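 active = mean lysis activity across replicates of at least 80%, whatever share of replicates individually reach that level; inactive = mean lysis activity below 80%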
#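 Assay system: C. neoformans cells. Amount: yeast cell density of 5 × 10^6 cells/mL. Technique: AK luminescence. Buffer or medium: YPD. Times: static 4 h at 37 °C with compound, 1 h detection. Dosing: single-point compound dose. Read-out: lysis from increased AK signal.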
# * marks the source's active call; other numbers are inactive results; ? = inconclusive.
1) CCCc1nc2ccccc2c(C(=O)OC2CCOC2=O)c1CC (stereo not drawn)
2) CCOC(=O)c1c(NC(=O)Cc2cccs2)sc2c1CCCC2
3) COc1ccc(C2C(C(=O)OC(C)C)=C(C)N=c3s/c(=C\c4cccs4)c(=O)n32)cc1 (stereo not drawn)
4) C=CCn1c(-c2cccs2)nc2ccccc21
5) COC(=O)c1c(C)[nH]c(C(=O)CSc2nnnn2-c2ccccc2)c1C
6) COc1ccc(CCCC(=O)NC2CCCCC2C)c(C)c1 (stereo not drawn)
7) Oc1ccc(-c2nc3ncccn3c2Nc2ccc3c(c2)OCCO3)cc1
8) CCCCN(C(=O)Cn1nnc2ccccc21)C(C(=O)NCc1ccco1)c1ccncc1 (stereo not drawn)
Assay by compound	1	2	3	4	5	6	7	8
PGC1a acetyl inh	1.2	-0.5	9.4	-3.7	1.8	-16.5	2.3	-15.4
Cneo AK release	-2.0	-1.8	-2.1	5.7	0.4	-2.0	-1.3	2.0
miR122 inh	0.1	-4.2	8.4	-4.6	-2.1	-2.9	1.4	-2.8

# Single records, as listed above. Values in the order: PGC1a acetyl inh, Cneo AK release, miR122 inh
# C=CCn1c(-c2cccs2)nc2ccccc21 as listed: -3.7, 5.7, -4.6
# COc1ccc(C2C(C(=O)OC(C)C)=C(C)N=c3s/c(=C\c4cccs4)c(=O)n32)cc1 (stereo not drawn) as listed: 9.4, -2.1, 8.4
# Oc1ccc(-c2nc3ncccn3c2Nc2ccc3c(c2)OCCO3)cc1 as listed: 2.3, -1.3, 1.4
# CCCc1nc2ccccc2c(C(=O)OC2CCOC2=O)c1CC (stereo not drawn) as listed: 1.2, -2.0, 0.1
# CCOC(=O)c1c(NC(=O)Cc2cccs2)sc2c1CCCC2 as listed: -0.5, -1.8, -4.2

# (next part)
9) CCOC(=O)CSc1nc(NCc2ccco2)c2ccccc2n1
10) CCc1cccc(C)c1NC(=O)C(c1ccc(O)cc1)N1CCC1=O (stereo not drawn)
11) Cc1cc(C)n(-c2cc(N3CCN(C(=O)c4ccc(C(C)(C)C)cc4)CC3)ccc2[N+](=O)[O-])n1
12) Cn1c(N2CCCCC2)nc2c1c(=O)[nH]c(=O)n2C
13) COc1ccc2cc(CN(CCc3ccccc3)Cc3nnnn3Cc3ccco3)c(=O)[nH]c2c1
14) CC1(C)CC(=O)C2=C(C1)OC1=C(C(=O)CC(C)(C)C1)C2c1ccccc1
15) O[C@@H]1C2CCCC1[C@]1(O)CCCCC1C2 (stereo partly drawn)
16) c1ccc2c(-c3c[nH]c4ccccc34)c3ccccc3nc2c1
Assay by compound	9	10	11	12	13	14	15	16
PGC1a acetyl inh	-1.3	2.2	-38.8	4.7	5.8	-3.6	11.5	-1.2
Cneo AK release	-2.0	-0.3	-2.5	-1.1	5.4	0.1	1.3	0.0
miR122 inh	-0.2	-5.4	-33.3	-5.2	-0.8	11.0	0.3	4.6

17) CC1(C)Cc2c(ccc3ccccc23)C(NNC(=O)c2cccnc2)=N1
18) c1ccc(C(c2nnnn2Cc2ccco2)N2CCN(c3nc4ccccc4s3)CC2)cc1 (stereo not drawn)
19) COc1ccc(-n2c3c(cc(C(=O)Nc4ccc(C)cc4)c2=O)C(=O)CCC3)cc1
20) COc1ccc(S(=O)(=O)N2CCCN(CCC(=O)Nc3cccc(C(F)(F)F)c3)CC2)cc1
21) CC(C)(C)c1cnnn1-c1ccc(NC(=O)c2ccc(Br)o2)cc1
22) COc1ccccc1NC(=O)C(=O)N1N=C(C(C)C)CC1(O)C(F)(F)F (stereo not drawn)
23) COc1cc(C(=O)N2CCN(C(=O)C3CC3)CC2)cc(OC)c1OC
24) CC1CC(C)CN(CCCNC(=O)c2ccc(CS(=O)(=O)Cc3ccccc3F)o2)C1 (stereo not drawn)
Assay by compound	17	18	19	20	21	22	23	24
PGC1a acetyl inh	-2.0	-13.9	-9.1	1.4	-16.2	-15.9	-1.7	2.7
Cneo AK release	2.1	0.4	-0.9	-0.4	2.3	-0.3	0.4	-0.6
miR122 inh	6.4	-0.3	0.6	-2.8	0.0	3.5	-2.8	6.0

# Reformatted field by field: 2 of the compounds above
22	COc1ccccc1NC(=O)C(=O)N1N=C(C(C)C)CC1(O)C(F)(F)F (stereo not drawn)
  PGC1a acetyl inh: -15.9 | Cneo AK release: -0.3 | miR122 inh: 3.5

23	COc1cc(C(=O)N2CCN(C(=O)C3CC3)CC2)cc(OC)c1OC
  PGC1a acetyl inh: -1.7 | Cneo AK release: 0.4 | miR122 inh: -2.8

# (list continues)
25) COC(=O)c1ccc2[nH]c(C)c(CN3CCCC3)c(=O)c2c1
26) [O-]/[N+](=C/c1cccnc1)c1ccc(Br)cc1
27) O=C1C2ON(c3ccccc3)C(c3ccccc3F)C2C(=O)N1c1ccccc1 (stereo not drawn)
28) c1ccc(CSCCc2ccncc2)cc1
29) O=C(CCC1CCCC1)N1CCN(C(=O)COc2ccccc2)CC1
30) O=S(=O)(Nc1c(O)ccc2ccccc12)c1cccc2ccccc12
31) CC(=O)Nc1ccc(NC2(C)C(=O)c3ccccc3C2=O)cc1
32) COC(=O)c1ccc(CN2CCN(Cc3ccc(C(=O)OC)o3)CC2)o1
Assay by compound	25	26	27	28	29	30	31	32
PGC1a acetyl inh	2.3	11.4	-6.8	1.4	6.8	-4.1	13.6	9.3
Cneo AK release	-0.2	2.3	4.8	-0.7	-1.4	-0.7	2.5	-0.6
miR122 inh	-25.5	11.1	-6.8	-0.3	2.1	4.3	-4.4	-6.1

33) C/C(CC(=O)NCc1ccco1)=N\NC(=O)Cc1ccc(Cl)cc1
34) COc1ccc(S(=O)(=O)NC2(C(F)(F)F)N=C3SCCN3C2=O)cc1 (stereo not drawn)
35) CCn1nnc2sc3c(c2c1=O)CCC(C)C3 (stereo not drawn)
36) Cc1ccc(Cn2c(C)cc3c(c2=O)C(c2cccs2)C(C#N)=C(N)O3)cc1 (stereo not drawn)
37) O=C1C2CC=CCC2C(=O)N1c1n[nH]c(-c2ccccc2)n1 (stereo not drawn)
38) COc1cc(CNCCN2CCOCC2)ccc1OCc1ccc(Cl)cc1
39) O=C(O)Cn1nnc(-c2cccs2)n1
40) CC(=O)Nc1cc(S(=O)(=O)Nc2cccc(C)c2)c(C)cc1C
Assay by compound	33	34	35	36	37	38	39	40
PGC1a acetyl inh	-5.2	8.9	-5.3	-13.6	-11.0	-7.9	-2.0	40.9
Cneo AK release	7.8	3.3	1.1	1.0	-0.9	-1.7	-0.1	0.4
miR122 inh	-0.6	0.9	-0.8	-3.5	-2.0	-8.3	-0.8	144.4*

41) Cc1cc(C)nc(SCc2n[nH]c(=S)n2C)n1
42) CCOC(=O)C1=C(c2ccccc2)Nc2ncnn2C1c1cccc(OC)c1OC (stereo not drawn)
43) N#CC1=C(N)C(C#N)(C#N)C(c2ccncc2)C2CN(C(=O)OCc3ccccc3)CC=C12 (stereo not drawn)
44) COc1ccccc1NC(=O)c1ccc(NS(C)(=O)=O)cc1
45) CN(C)c1ccc(/C=N/n2ncc3ccccc32)cc1
46) CCOC(=O)c1sc(NS(=O)(=O)c2ccc(C)cc2)nc1C
47) CCCC1=C(C(=O)OCC)C(c2ccc(F)cc2)n2ncnc2N1 (stereo not drawn)
48) COc1cc2c(cc1NC(=O)CN1CCN(S(=O)(=O)c3ccc(C)cc3)CC1)oc1ccccc12
Assay by compound	41	42	43	44	45	46	47	48
PGC1a acetyl inh	6.2	5.2	19.0	-5.4	-5.3	6.8	-3.0	-1.4
Cneo AK release	-1.3	1.7	-0.9	2.9	-6.5	6.5	-1.9	5.0
miR122 inh	18.1	-5.0	-6.1	0.4	2.2	4.1	-6.2	5.3

# 5 entries from above, with tabs:
nr	SMILES	PGC1a acetyl inh	Cneo AK release	miR122 inh
42	CCOC(=O)C1=C(c2ccccc2)Nc2ncnn2C1c1cccc(OC)c1OC (stereo not drawn)	5.2	1.7	-5.0
43	N#CC1=C(N)C(C#N)(C#N)C(c2ccncc2)C2CN(C(=O)OCc3ccccc3)CC=C12 (stereo not drawn)	19.0	-0.9	-6.1
44	COc1ccccc1NC(=O)c1ccc(NS(C)(=O)=O)cc1	-5.4	2.9	0.4
45	CN(C)c1ccc(/C=N/n2ncc3ccccc32)cc1	-5.3	-6.5	2.2
46	CCOC(=O)c1sc(NS(=O)(=O)c2ccc(C)cc2)nc1C	6.8	6.5	4.1

# Carrying on:
49) Cc1csc(NC(=O)c2cc(C)oc2C)n1
50) Cc1c(-n2c(CN3C(=O)c4ccccc4C3=O)nc3ccccc3c2=O)c(=O)n(-c2ccccc2)n1C
51) COc1cc2c(cc1OC)-c1nc3ccccc3c(=O)n1C(C)(C)C2
52) O=C(CCCCCN1C(=O)CCC1=O)Nc1ccc(Br)cc1F
53) CNC(=O)CN(c1cc(C)ccc1C)S(C)(=O)=O
54) Cc1cc(SCC(=O)c2cccc([N+](=O)[O-])c2)nc(=O)[nH]1
55) CCCNc1cc(=O)n(C)c(=O)n1C
56) COc1ccccc1CNS(=O)(=O)c1cc(C)ccc1OC
Assay by compound	49	50	51	52	53	54	55	56
PGC1a acetyl inh	0.3	-13.4	5.8	-8.9	33.7	9.5	-9.4	?
Cneo AK release	-4.6	-0.8	-6.2	1.8	8.3	-1.4	0.8	-2.2
miR122 inh	-1.2	-1.5	-0.5	4.3	-5.8	-0.3	-1.5	31.6

# Not all compounds are listed. The share of hits here may be higher or lower than overall.
